Source: PubChem (several laboratories)
NF-kB neuron act – activators of NF-kB expression in neurons, primary screen, cell-based, HTS; human neuronal cells, NF-kB reporter expression; stronger effect = higher value; fold change at 12.5 µM; hit rate 1.6% among 190,000; AID 1239, 2008; in the data active means fold change above about 3.3
APP 5'UTR act – activators of APP 5'UTR luciferase reporter, primary screen, SH-SY5Y cells. SH-SY5Y APP 5'UTR luciferase reporter, luminescence; zero percent = DMSO vehicle wells. activation, % at 2 µM. hit rate 1% among 190,000. AID 1276, 2008;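 active means activation above a set limit, based on mean plus 3 SD of controls, cut at about 140% in these data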; further: values of inactives mirror those of a sister screen read the other way
Hsp70 activator – Hsp70 transcriptional activators, primary screen, cell-based, HeLa, Hsp70 promoter luciferase, luminescence, 10 µM | activation, % at 10 µM | HeLa Hsp70 promoter luciferase reporter; scaled: vehicle 0, proteasome-inhibitor control 100% | hit rate 0.04% among 200,000 | AID 1203, 2008;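 active means activation above the mean across all tested compounds plus 3 SD, cutoff set per campaign, cut at about 5.5% in these data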;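 further: 100% = MG132 at 30 µM as the positive control and 0% = DMSO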
STAT1 blocker – STAT1 signaling inhibitors, primary screen, cell-based, HTS, luciferase reporter; NIH 3T3 STAT1-luciferase reporter, IFN-gamma, luminescence; inhibition, % at 5.5 µM; hit rate 0.35% among 200,000; AID 920, 2007;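 active means inhibition above a set limit, the mean inhibition across all tested compounds plus 3 SD, cut at about 34% in these data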;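 further: 0% = IFN-gamma with DMSO and 100% = IFN-gamma with 300 µM nifuroxazide; values of inactives mirror those of a sister screen read the other way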
STAT3 activator – IL-6 driven STAT3 reporter potentiators, primary screen, U3A cells, luciferase, luminescence, MLSCN library; hit rate 0.91% among 190,000; activation (% of control), % at 5.6 µM; AID 871, 2007; IL-6 STAT3-luciferase reporter; 100% = signal with IL-6 EC80 alone;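 active means activation above the screen-wide mean of compound activation plus 3 SD, cut at about 130% in these data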;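 further: 0% = background luminescence of wells with medium and substrate only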
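Test system: human U3A cells carrying STAT3-luciferase construct; control set: IL-6-only wells as 100% reference; timing: compound pre-incubation 1 h before IL-6, then 6 h stimulation at 37 °C; also added: IL-6 stimulus at 33 ng/mL final; evaluation: % activation versus median of IL-6-stimulated wells; detection: reporter luminescence signal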
FLuc inhib CS – firefly luciferase enzyme inhibitors, primary screen, artefact control for luciferase-based inhibitor screens, biochemical, luminescence, ATPLite | Luciferin 4-monooxygenase (Photinus pyralis), P08659 | 10 min | inhibition, % at 10 µM | hit rate 1.5% among 200,000 | AID 1006, 2008;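 active means inhibition above about 50% when tested at 10 µM, limit read from the data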
Target sequence (P08659 whole entry, looked up): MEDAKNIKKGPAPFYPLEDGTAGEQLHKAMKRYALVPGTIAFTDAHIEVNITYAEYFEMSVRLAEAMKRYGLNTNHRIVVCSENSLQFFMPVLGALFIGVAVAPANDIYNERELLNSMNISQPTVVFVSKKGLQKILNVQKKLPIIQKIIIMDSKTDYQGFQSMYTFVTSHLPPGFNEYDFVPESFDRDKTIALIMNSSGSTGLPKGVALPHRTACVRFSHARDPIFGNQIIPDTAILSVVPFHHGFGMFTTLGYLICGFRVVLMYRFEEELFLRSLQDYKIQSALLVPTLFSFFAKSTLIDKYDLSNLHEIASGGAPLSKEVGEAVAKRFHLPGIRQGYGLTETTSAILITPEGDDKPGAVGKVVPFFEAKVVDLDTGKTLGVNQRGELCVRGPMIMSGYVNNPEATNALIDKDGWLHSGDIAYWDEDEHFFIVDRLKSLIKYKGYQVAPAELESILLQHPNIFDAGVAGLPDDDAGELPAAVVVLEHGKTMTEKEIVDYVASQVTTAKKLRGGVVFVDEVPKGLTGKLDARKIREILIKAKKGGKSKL
APP 5UTR inh – inhibitors of APP translation via 5'UTR reporter, primary screen, APP 5'UTR luciferase, SH-SY5Y cells | SH-SY5Y APP 5'UTR-luciferase reporter, luminescence | hit rate 0.82% among 190,000 | inhibition, % at 2 µM;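 active means inhibition above a set limit, derived from the sample mean plus 3 SD, cut at about 45% in these data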; further: values of inactives mirror those of a sister screen read the other way
STAT3 blocker – IL-6 driven STAT3 reporter inhibitors, primary screen, U3A cells, luciferase, luminescence, MLSCN library. IL-6 STAT3-luciferase reporter; host cell line lacks STAT1. inhibition, % at 5.5 µM. hit rate 0.89% among 190,000;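 active means inhibition above the mean inhibition across all screened compounds plus 3 SD, cut at about 44% in these data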;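 further: 0% = DMSO only wells and 100% = 100 µM nifuroxazide control wells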
RAM inhibit – inhibitors of the yeast RAM network, primary screen, dse1pr::URA3 reporter, 5-FOA selection; S. cerevisiae dse1pr::URA3 reporter, 5-FOA growth OD615, 2 d; analog-sensitive cbk1-as2 kinase mutant strain; inhibition, % at 50 µM; hit rate 1.8% among 190,000; AID 868, 2007;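 active means inhibition above a set limit, 3 SD over mean compound inhibition, cut at about 8.4% in these data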;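 further: 0% = DMSO-only wells with no growth and 100% = 10 µM 1-NA-PP1 full growth; inhibition rescues growth on 5-FOA so higher OD means more RAM inhibition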
STAT1 activator – STAT1 signaling activators, primary screen, cell-based, HTS, luciferase reporter. NIH 3T3 STAT1-luciferase reporter, IFN-gamma, luminescence; 100% = IFN-gamma alone, no compound. hit rate 2.6% among 200,000. activation (% of control), % at 5.5 µM;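 active means activation above the screen-wide mean activation plus 3 SD, cut at about 130% in these data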;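 further: raw ratio to IFN-gamma control signal so 100% means no change and 0% no light; values of inactives mirror those of a sister screen read the other way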
* marks the source's active call; other numbers are inactive results; i = inactive. This is a subset. The share of hits here may be higher or lower than overall.

SMILES	NF-kB neuron act	APP 5'UTR act	Hsp70 activator	STAT1 blocker	STAT3 activator	FLuc inhib CS	APP 5UTR inh	STAT3 blocker	RAM inhibit	STAT1 activator
COc1ccc(N2C(=O)/C(=C/C=C/c3ccccc3[N+](=O)[O-])C(=O)NC2=S)cc1	1.3	11	0.4	-1	116	4	-11	-9	17*	101
CN1CCN(c2ccccc2N)CC1	1	3	0.7	-4	108	1	-3	-9	0.4	111
O=C(Nc1ccc(Br)cc1)c1nn(C23CC4CC(CC(C4)C2)C3)cc1Br	1.6	0	-0.1	-3	107	-5	0	2	2.2	102
Clc1ccccc1Nc1ncnc(-n2cccc2)n1	2	93	0.6	-39	119	5	-94	-17	6.5	136*
COc1ccc(C2CN(C)CC2C(=O)c2ccc(C)cc2)cc1Cl (stereo not drawn)	1.1	-10	-0.2	9	86	-6	10	21	1.2	91
CCN1CCN(C(=O)Cc2coc3cc(C)cc(C)c23)CC1	0.8	0	0.0	14	103	-9	0	1	2.3	87
COP(=O)(OC)C1(O)C(=O)Nc2ccc(Br)cc21 (stereo not drawn)	0.99	14	-0.1	6	112	-8	-14	-17	0.5	97
Cc1cccc(N2C(=O)/C(=C/c3ccc(N4CCN(C)CC4)o3)C(=O)NC2=S)c1C	1.2	3	0.0	4	104	1	-3	-8	-0.1	99
CN1CCC2(CC1)N=C(c1ccc(F)cc1)C(=S)N2	1	-6	-0.6	3	105	-4	6	-4	2.5	96
CC(=NCc1ccco1)c1c(O)n(C)c(=O)n(C)c1=O	1.2	-10	-0.4	6	102	0	10	2	1.0	95
O=C(Cn1cc(C(=O)c2ccccc2)c2ccccc21)NCc1ccco1	1.1	5	-0.2	0	98	8	-5	5	0.6	100
Cc1cc(/C=C2\C(=O)NC(=O)N(c3ccc(F)cc3)C2=O)c(C)n1-c1cccc(C(=O)O)c1	1.4	11	0.5	-4	102	-6	-11	5	1.5	102
Cc1ccsc1C(=O)C1CCCN(Cc2cccc(OCCO)c2)C1 (stereo not drawn)	1.5	-4	-0.2	0	97	-4	4	6	1.0	98
O=C(Cc1cccs1)N1CCC2(CC1)OCCO2	0.97	3	-0.1	2	104	-11	-2	0	0.6	98
O=P(c1ccccc1)(c1nc2ccccc2s1)N1CCOCC1 (stereo not drawn)	1.1	-3	-0.1	9	102	-8	3	2	1.4	92
COc1ccc(NC(c2ccccc2)P(=O)(Oc2ccccc2)Oc2ccccc2)cc1 (stereo not drawn)	1.1	14	-0.1	9	97	-2	-14	-1	5.5	92
CN1CCN(c2cn[nH]c(=O)c2Cl)CC1	1.1	2	-0.4	6	104	-4	-2	-3	-1.2	93
CCCCN1C(=O)/C(=C/c2ccc(N(C)C)cc2)C(=O)N(Cc2ccco2)C1=O	1.1	-11	-0.4	3	91	-8	11	18	3.6	97
Cc1cc(C)cc(-n2c(C)cc(/C=C3\C(=O)NC(=O)N(C)C3=O)c2C)c1	1.2	19	0.1	-2	85	-4	-19	24	3.1	102
CCOC(=O)C(O)(c1ccc(N(C)C(=O)c2ccc(Cl)c(Cl)c2)cc1)C(F)(F)F (stereo not drawn)	0.98	5	-0.2	6	93	-6	-5	9	2.5	95
CCOC(=O)C1CCN(/C=C2/C(=O)NC(=O)N(c3cccc(C)c3C)C2=O)CC1	0.98	-5	-0.5	5	105	0	5	-3	0.0	94
CCC(COC(=O)c1cc(OC)c(OC)c(OC)c1)(c1ccccc1)N(C)C (stereo not drawn)	1	-7	-0.1	-5	96	-4	7	7	-1.3	105
CC(=O)NC(Cc1ccc(N(CCCl)CCCl)cc1)C(=O)NC(C(=O)O)C(C)C (stereo not drawn)	1.3	-2	-0.2	9	92	-3	2	13	0.0	90
CCOC(=O)[C@@]12C(=O)C(=O)N[C@]1(c1ccccc1)C1OCCCC12 (stereo partly drawn)	1.2	-6	-0.3	-2	99	-4	6	5	1.3	102
Cc1c(C=C2C(=O)N(C)C(=O)N(C)C2=O)c(=O)n(-c2ccccc2)n1C	1.1	16	-0.3	-1	102	-6	-16	0	0.0	101
CCOC(=O)c1c(C)c(C(=O)N2CCC3(CC2)OCCO3)c(C)n1CC	0.99	8	-0.2	6	99	-4	-8	7	0.4	94
O=P(O)(O)C12CC3CC(CC(C3)C1)C2	1.3	-24	-0.3	7	93	-3	24	11	-0.8	94
CCCn1ncc(C(=O)O)c1C	1.2	0	-0.4	1	101	-8	0	5	2.3	99
CCOC(=O)c1c(N)n(Cc2ccccc2)c2nc3ccccc3nc12	1.1	18	-0.1	1	101	-3	-18	4	5.6	99
CC1(O)C[C@]2(C)N(O)C3CCCC[C@@H]3N2O1 (stereo partly drawn)	1.1	2	-0.1	10	99	-2	-2	5	-0.7	91
O=C(Cn1ncc2ccsc2c1=O)N1CCC2(CC1)OCCO2	0.93	-7	-0.3	-1	101	-1	7	3	2.2	100
CCN1CC=C(c2c[nH]c3ccccc23)CC1	0.9	-2	-0.1	2	110	-4	2	-10	0.6	98
COc1ccccc1N1C(=O)NC(=O)/C(=C/c2ccc3c(c2)Cc2ccccc2-3)C1=O	1.3	-20	-0.5	-28	108	-3	20	-4	0.0	124
COCCNC(=O)c1c(N)n(Cc2ccco2)c2nc3ccccc3nc12	0.46	-18	-0.3	3	100	-6	18	4	4.3	97
O=[N+]([O-])c1ccc(NCCCN2CCOCC2)c2ncccc12	1.2	19	-0.2	-6	101	-9	-19	9	3.0	106
CCC12CN3CCN(CC(C3)/C1=N/NC(N)=O)C2	1.2	1	0.1	-10	103	-6	-1	-1	1.9	108
Cc1c(N)c(C)c([N+](=O)[O-])c(C)c1[N+](=O)[O-]	1.2	18	-0.2	16	91	-8	-18	15	1.0	84
COc1ccc(OC)c(-n2c(O)c(C=NCc3ccc4c(c3)OCO4)c(=O)[nH]c2=O)c1	1.3	-8	0.0	-5	100	-3	8	5	2.1	105
Cc1ccc(N(C)C(=O)Oc2ccc(C(=O)c3ccc(Cl)cc3)cc2)cc1	1.4	1	-0.2	-6	107	-2	-1	-2	4.3	105
N#CCCn1cc(C(=O)Nc2ccccc2Br)c(-c2ccc3c(c2)OCCO3)n1	1.3	-1	-0.3	7	98	-4	1	1	0.5	94
O=C(CN1CC=C(c2ccccc2)CC1)Nc1c(Cl)cccc1Cl	1.1	3	-0.1	-3	95	-17	-4	4	0.5	105
COC(=O)C1C2c3ccccc3OC1(C)N=c1s/c(=C/c3cn(C)nc3C)c(=O)n12 (stereo not drawn)	0.74	1	-0.2	-4	97	-5	-1	8	4.4	104
O=C(Cc1ccccc1)N1CCN(Cc2cccnc2)CC1	0.95	16	-0.2	3	104	2	-16	-8	2.3	98
C=CCn1c(=O)c(C=Nc2c(OC)cccc2[N+](=O)[O-])c(O)n(CCCC)c1=O	1	0	-0.2	-1	99	-5	0	0	2.0	101
CC(C)OP(=O)(OC(C)C)C(NCc1ccccc1)c1ccccc1 (stereo not drawn)	1.1	6	-0.1	-4	98	-2	-6	8	-0.1	101

At a glance, some entries already given:
SMILES	NF-kB neuron act	APP 5'UTR act	Hsp70 activator	STAT1 blocker	STAT3 activator	FLuc inhib CS	APP 5UTR inh	STAT3 blocker	RAM inhibit	STAT1 activator
O=C(Cn1ncc2ccsc2c1=O)N1CCC2(CC1)OCCO2	0.93	-7	-0.3	-1	101	-1	7	3	2.2	100
CCN1CC=C(c2c[nH]c3ccccc23)CC1	0.9	-2	-0.1	2	110	-4	2	-10	0.6	98

Later entries.
SMILES	NF-kB neuron act	APP 5'UTR act	Hsp70 activator	STAT1 blocker	STAT3 activator	FLuc inhib CS	APP 5UTR inh	STAT3 blocker	RAM inhibit	STAT1 activator
CCN1CCN(C(=O)COc2ccc(S(=O)(=O)NC(C)C)cc2)CC1	1.4	-4	-0.4	0	104	0	4	-1	2.7	100
CCC(=NCc1ccco1)c1c(O)n(Cc2ccccc2)c(=O)[nH]c1=O	0.76	5	-0.1	4	100	2	-5	2	-1.1	97
COc1ccc(C)cc1NC(=O)N1CCC2(CC1)OCCO2	1.3	1	0.1	1	102	-6	-1	9	4.7	98
CC1(C)C2([N+](=O)[O-])CN3CN(C2)CC1([N+](=O)[O-])C3	1.1	0	-0.2	-8	99	-7	0	4	1.6	107
C=CCC1(CN2CCCCCC2=O)C(=O)NC(=O)NC1=O	0.95	-1	-0.5	5	111	-5	1	-9	-0.7	96
COc1ccc(NC(=O)c2cn(CCC#N)nc2-c2ccc([N+](=O)[O-])cc2)cc1	1.5	8	-0.2	-1	97	-7	-8	5	2.3	102
CCOC(=O)Cn1cc(C(=O)c2ccccc2F)c2ccccc21	1.1	0	-0.1	3	96	-2	0	6	1.3	98
O=c1cccc2n1CC1CC2CN(Cc2c(Cl)cccc2Cl)C1 (stereo not drawn)	1.1	-19	-0.5	-2	104	-11	19	2	0.3	103
COc1cccc(C(=O)C2CCCN(Cc3cnn(C(C)C)c3)C2)c1 (stereo not drawn)	1.4	-8	-0.1	-2	104	2	8	2	1.5	100
Cc1ccccc1CS(=O)(=O)Cc1ccc(C(=O)N2CCC3(CC2)OCCO3)o1	1.1	9	-0.2	2	100	-9	-9	8	0.2	98
CNC(=S)NC1CC2CCCC(C1)N2CC(C)C (stereo not drawn)	0.97	-4	-0.2	1	108	-4	4	-4	1.7	99
O=C1NC(=S)NC(=O)C1=Cc1cccn1-c1ccc(O)cc1	1.2	-1	-0.5	28	104	3	1	-2	7.7	73
CC(C)c1ccc(N2C(=O)NC(=O)/C(=C\c3cnc(-c4ccccc4)nc3)C2=O)cc1	1.2	7	0.2	-5	106	-7	-7	-2	-2.2	104
NC12CN3CN(CN(C3)C1)C2 (tested in a mixture with another compound)	i	13	0.5	-2	99	-4	-13	5	3.1	102
Cc1c(C=O)c2ccccc2n1Cc1ccccc1F	0.76	3	-0.1	16	102	-6	-3	4	0.1	84
CCOC(=O)c1cc(CC)sc1/N=C/c1c(O)[nH]c(=S)[nH]c1=O	1.1	-2	-0.4	8	96	-1	2	3	1.2	94
COC(=O)N(c1ccc(OC)cc1)P1(=S)OCCC(C)O1 (stereo not drawn)	0.97	13	-0.3	-4	98	-3	-13	8	0.4	104
O=C1NC(=O)N(CCNc2ncc(C(F)(F)F)cc2Cl)C(=O)C1Cc1ccc(Cl)cc1 (stereo not drawn)	1.1	14	-0.4	-9	107	-8	-14	-8	4.8	107
CCCCCCn1c(O)c(C(C)=NC)c(=O)[nH]c1=O	1.1	17	0.0	8	95	-5	-17	10	1.4	93
O=Cc1cn(Cc2ccccc2[N+](=O)[O-])c2ccccc12	1.1	5	-0.3	11	94	-2	-5	7	2.0	91
